KOR beta-arrestin-1: KOR agonists, beta-arrestin recruitment, primary screen, cell-based, luminescence, uHTS (AID 1777). KOR beta-arrestin recruitment, luminescence; higher % means a stronger effect. activation, % at 10 µM, or EC50 in µM where a hit was titrated. hit rate 0.02% among 280,000; in the data active means activation above about 50%, passing the limit was not always enough; further: a part of the inactive calls stands beside numbers as strong as those of hits
GPR55 activation: GPR55 agonists via beta-arrestin recruitment, primary screen, imaging, U2OS cells, beta-arrestin-GFP redistribution (AID 1961); U2OS GPR55 beta-arrestin-GFP redistribution imaging; higher % means a stronger effect; activation, % at 10 µM; hits with a dose series show EC50 in µM; hit rate 0.048% among 290,000;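 active means activation above 40% with more than 50 cells counted in the well; inconclusive means wells holding fewer than 50 cells, flagged as toxic or sparse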;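 further: U2OS osteosarcoma cells stably expressing GPR55 and beta-arrestin-GFP; plate controls were DMSO negative control for no effect and LPI positive control for full effect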
Siah-1 displacement: blockers of Siah-1 interaction with plectin peptide – biochemical, fluorescence polarization, rhodamine-plectin, uHTS, primary screen (AID 1817) | Siah-1 / rhodamine-plectin peptide fluorescence polarization; higher % means a stronger effect | one-dose displacement, % at 20 µM; IC50 in µM for titrated hits | hit rate 0.02% among 290,000;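 active means displacement of at least 50% at 20 µM, with a fluorescence ratio check between 0.3 and a set limit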;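 further: plate controls were Siah plus tracer with DMSO for no effect and tracer alone without Siah for full effect; strong numbers were not always called active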
NOD1 inhibition: NOD1 signaling inhibitors, primary screen, cell-based, luminescence, uHTS (AID 1578); hit rate 1% among 290,000; NOD1-driven NF-kB luciferase reporter cells, luminescence; higher % means a stronger effect; one-dose inhibition, % at 4 µM; EC50 in µM for titrated hits; in the data active means inhibition mostly above about 36%, no sharp cut-off; inactive means mostly below about 34%;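 further: HEK-293T reporter cells stimulated with the NOD1 agonist gamma-tri-DAP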
GPR55 antagonists: GPR55 antagonists blocking LPI-driven arrestin recruitment, primary screen, imaging, U2OS, beta-arrestin-GFP, LPI agonist (AID 2013); U2OS GPR55 beta-arrestin-GFP translocation imaging, LPI antagonism; higher % means a stronger effect; one-dose inhibition, % at 10 µM; IC50 in µM for titrated hits; hit rate 0.13% among 290,000;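 active means spots per cell inhibited over 60%, with over 100 cells counted and total cytoplasm intensity under 500,000; inconclusive means wells with under 100 cells, flagged as likely toxic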;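 further: U2OS cells stably carrying GPR55 and arrestin-GFP stimulated by 5 µM LPI near EC80; imaged beta-arrestin-GFP aggregate spots per cell after agonist stimulation; plate controls were LPI-stimulated DMSO wells for no effect and DMSO wells without LPI for full effect; some results filed as inactive read as strong as hits; confirmed hits need IC50 under 10 µM and bright autofluorescent wells are also inconclusive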
HIV peptide binding: inhibitors of HIV fusion peptide binding, primary screen, biochemical, uHTS, fluorescence dequenching (AID 1986); cell-free peptide binding, fluorescence dequenching, 30 min; higher % means a stronger effect; one-dose inhibition, % at 20 µM; IC50 in µM for titrated hits; hit rate 0.3% among 290,000; in the data active means inhibition mostly above about 52%, no sharp cut-off; inactive means mostly below about 76%; further: some results filed as inactive read as strong as hits
GPR35 arrestin U2OS: inhibition of zaprinast-stimulated GPR35 beta-arrestin translocation – imaging, U2OS, beta-arrestin-GFP, zaprinast agonist, primary screen (AID 2058). inhibition, % at 10 µM; hits with a dose series show IC50 in µM. hit rate 0.052% among 290,000. U2OS GPR35 beta-arrestin-GFP translocation imaging, zaprinast antagonism; higher % means a stronger effect;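 active means inhibition of at least 50% with at least 30 cells and total cytoplasm GFP at most 10,000,000; inconclusive means under 30 cells or total GFP of 10,000,000 plus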
AID2073: inhibitors of Mint1-CaV2.2 protein interaction, biochemical, HTRF (AID 2073); HTRF protein-protein interaction, Mint1-CaV2.2; higher % means a stronger effect; inhibition, % at 20 µM, or IC50 in µM where a hit was titrated; hit rate 0.19% among 290,000; in the data active means inhibition mostly above about 51%, no sharp cut-off; inconclusive means no clear call, values can overlap the other calls; inactive means mostly below about 53%; further: some results filed as inactive read as strong as hits
KOR beta-arrestin-2: KOR antagonists, beta-arrestin recruitment, cell-based, luminescence, uHTS (AID 1778). KOR beta-arrestin recruitment, luminescence, antagonist mode; higher % means a stronger effect. inhibition, % at 10 µM; hits with a dose series show IC50 in µM. hit rate 0.091% among 290,000; in the data active means inhibition above about 50%; further: strong numbers were not always called active
The depositor's hits bear a star. The list is partial; count on the stated rates, not on these rows.

Start of the listing, in advance (2 entries):
How did O=C(O)c1ccccc1/C=N/n1c(C2CCCCC2)n[nH]c1=S do in these assays?
KOR beta-arrestin-1: -2.1%; GPR55 activation: -0.1%; Siah-1 displacement: 16%; NOD1 inhibition: -3%; GPR55 antagonists: -1%; HIV peptide binding: 2.6%; GPR35 arrestin U2OS: 16%; AID2073: -16%; KOR beta-arrestin-2: 1%

Results for Cc1ccc(CSc2nnc(-c3ccc(NS(=O)(=O)c4ccccc4)cc3)o2)cc1 ?
KOR beta-arrestin-1: 6.5%; GPR55 activation: -0.2%; Siah-1 displacement: -4%; NOD1 inhibition: -4%; GPR55 antagonists: 15%; HIV peptide binding: 7.1%; GPR35 arrestin U2OS: -1%; AID2073: 18%; KOR beta-arrestin-2: -15%

The list itself (from the top)
How did O=C(O)c1ccccc1/C=N/n1c(C2CCCCC2)n[nH]c1=S do in these assays?
KOR beta-arrestin-1: -2.1%; GPR55 activation: -0.1%; Siah-1 displacement: 16%; NOD1 inhibition: -3%; GPR55 antagonists: -1%; HIV peptide binding: 2.6%; GPR35 arrestin U2OS: 16%; AID2073: -16%; KOR beta-arrestin-2: 1%

Results for Cc1ccc(CSc2nnc(-c3ccc(NS(=O)(=O)c4ccccc4)cc3)o2)cc1 ?
KOR beta-arrestin-1: 6.5%; GPR55 activation: -0.2%; Siah-1 displacement: -4%; NOD1 inhibition: -4%; GPR55 antagonists: 15%; HIV peptide binding: 7.1%; GPR35 arrestin U2OS: -1%; AID2073: 18%; KOR beta-arrestin-2: -15%

How did O=c1[nH]cccc1-c1nc2ccccc2n1Cc1cccc(Cl)c1 do in these assays?
KOR beta-arrestin-1: -5.7%; GPR55 activation: 0.6%; Siah-1 displacement: 1%; NOD1 inhibition: -6%; GPR55 antagonists: 0%; HIV peptide binding: -1.7%; GPR35 arrestin U2OS: -1%; AID2073: 22%; KOR beta-arrestin-2: 10%

What do the screens show for `COc1cc([C@@H]2[C@H]3CNCC=C3C(C#N)=C(N)C2(C#N)C#N)ccc1OC(C)C`?
KOR beta-arrestin-1: 0.0%; GPR55 activation: -0.1%; Siah-1 displacement: 2%; NOD1 inhibition: -16%; GPR55 antagonists: -6%; HIV peptide binding: 10%; GPR35 arrestin U2OS: 19%; AID2073: 4%; KOR beta-arrestin-2: 3%

How did Cc1ccc(NC2=C(Cl)C(=O)OC2OC(C)C)c(C)c1 (configuration not stated) do in these assays?
KOR beta-arrestin-1: 1.8%; GPR55 activation: 0.0%; Siah-1 displacement: 2%; NOD1 inhibition: -22%; GPR55 antagonists: 5%; HIV peptide binding: -0.8%; GPR35 arrestin U2OS: 8%; AID2073: 1%; KOR beta-arrestin-2: -4%

Results for N#C/C(=C\C=C\c1ccccc1)C(=O)N1CCCC1 ?
KOR beta-arrestin-1: -1.5%; GPR55 activation: 0.2%; Siah-1 displacement: 3%; NOD1 inhibition: 23%; GPR55 antagonists: 4%; HIV peptide binding: 0.6%; GPR35 arrestin U2OS: 17%; AID2073: 0%; KOR beta-arrestin-2: 5%

How did COc1ccc(/C=C(\NC(=O)c2ccco2)C(=O)N2CCCCC2)cc1 do in these assays?
KOR beta-arrestin-1: -0.6%; GPR55 activation: 0.2%; Siah-1 displacement: 8%; NOD1 inhibition: -17%; GPR55 antagonists: 13%; HIV peptide binding: -0.9%; GPR35 arrestin U2OS: 14%; AID2073: 5%; KOR beta-arrestin-2: -11%

Results for CCOc1ccc(-n2c(=O)c3sccc3n(CC(=O)NCCc3ccc(OC)c(OC)c3)c2=O)cc1 ?
KOR beta-arrestin-1: 2.8%; GPR55 activation: -0.3%; Siah-1 displacement: 2%; NOD1 inhibition: 2%; GPR55 antagonists: 5%; HIV peptide binding: 5.1%; GPR35 arrestin U2OS: 6%; AID2073: 14%; KOR beta-arrestin-2: 8%

How did CCn1c(=O)c2ccccc2n(CC(=O)NCCC2=CCCCC2)c1=O do in these assays?
KOR beta-arrestin-1: -2.4%; GPR55 activation: 0.6%; Siah-1 displacement: 9%; NOD1 inhibition: -12%; GPR55 antagonists: 10%; HIV peptide binding: 0.5%; GPR35 arrestin U2OS: -9%; AID2073: 2%; KOR beta-arrestin-2: 8%

Results for O=C(COC(=O)c1ccc([N+](=O)[O-])s1)NC(c1ccccc1)c1ccccc1 ?
KOR beta-arrestin-1: -1.7%; GPR55 activation: -0.3%; Siah-1 displacement: 9%; NOD1 inhibition: -52%; GPR55 antagonists: 7%; HIV peptide binding: 0.0%; AID2073: -8%; KOR beta-arrestin-2: 5%

Results for COc1ccc(-n2c(SCC(=O)N3CCOCC3)nc3ccccc3c2=O)cc1 ?
KOR beta-arrestin-1: 0.8%; GPR55 activation: 0.2%; Siah-1 displacement: -1%; NOD1 inhibition: -6%; GPR55 antagonists: 8%; HIV peptide binding: 1.1%; GPR35 arrestin U2OS: -8%; AID2073: 9%; KOR beta-arrestin-2: 9%

What do the screens show for `O=C(Cn1cnc2c(nnn2Cc2ccccc2)c1=O)c1ccccc1`?
KOR beta-arrestin-1: -3.6%; GPR55 activation: -0.5%; Siah-1 displacement: 8%; NOD1 inhibition: -20%; GPR55 antagonists: 2%; HIV peptide binding: -1.7%; GPR35 arrestin U2OS: -8%; AID2073: -6%; KOR beta-arrestin-2: 24%

How did COc1ccc(NC(=S)N2CCC(N(C)CCN3CCOCC3)CC2)cc1 do in these assays?
KOR beta-arrestin-1: 1.7%; GPR55 activation: 0.9%; Siah-1 displacement: 4%; NOD1 inhibition: -4%; GPR55 antagonists: 19%; HIV peptide binding: 3.5%; GPR35 arrestin U2OS: -2%; AID2073: -11%; KOR beta-arrestin-2: 17%

How did COC(=O)CNc1nc(-c2ccccc2F)nc2ccccc12 do in these assays?
KOR beta-arrestin-1: 1.5%; GPR55 activation: -0.1%; Siah-1 displacement: 2%; NOD1 inhibition: -20%; GPR55 antagonists: -4%; HIV peptide binding: -0.6%; GPR35 arrestin U2OS: 5%; AID2073: -4%; KOR beta-arrestin-2: 32%

Results for CCOc1ccccc1/C=C(/NC(=O)c1ccccc1)C(=O)N1CCCCC1 ?
KOR beta-arrestin-1: 1.6%; GPR55 activation: -0.1%; Siah-1 displacement: 0%; NOD1 inhibition: -6%; GPR55 antagonists: -2%; HIV peptide binding: -1.3%; GPR35 arrestin U2OS: -4%; AID2073: 9%; KOR beta-arrestin-2: -6%

Results for CCS(=O)(=O)NC(C)C(c1cccs1)N1CCN(C)CC1 (configuration not stated) ?
KOR beta-arrestin-1: -0.8%; GPR55 activation: -0.2%; Siah-1 displacement: 5%; NOD1 inhibition: -13%; GPR55 antagonists: 12%; HIV peptide binding: 0.6%; GPR35 arrestin U2OS: 4%; AID2073: 42%; KOR beta-arrestin-2: -41%

Results for COc1ccc(CCNC(=O)c2cc([N+](=O)[O-])cc([N+](=O)[O-])c2)cc1OC ?
KOR beta-arrestin-1: 0.9%; GPR55 activation: 0.0%; Siah-1 displacement: 2%; NOD1 inhibition: -5%; GPR55 antagonists: -12%; HIV peptide binding: -0.1%; GPR35 arrestin U2OS: 1%; AID2073: 14%; KOR beta-arrestin-2: -15%

Results for Cc1ccoc1C(=O)N1CCCC(CO)(Cc2ccc(F)cc2)C1 (configuration not stated) ?
KOR beta-arrestin-1: 1.2%; GPR55 activation: -0.1%; Siah-1 displacement: 13%; NOD1 inhibition: -15%; GPR55 antagonists: 9%; HIV peptide binding: 2.0%; GPR35 arrestin U2OS: 12%; AID2073: 22%; KOR beta-arrestin-2: -3%

What do the screens show for `CCCn1c(Nc2nc3ccccc3n2C)nc2ccccc21`?
KOR beta-arrestin-1: -0.4%; GPR55 activation: 0.0%; Siah-1 displacement: -6%; NOD1 inhibition: -35%; GPR55 antagonists: 13%; HIV peptide binding: 0.4%; GPR35 arrestin U2OS: -7%; AID2073: 12%; KOR beta-arrestin-2: 8%

How did Cc1cc(NC(=O)CSc2nc3c(c(=O)n(C)c(=O)n3C)n2C(C)C)no1 do in these assays?
GPR55 activation: 0.2%; Siah-1 displacement: 3%; NOD1 inhibition: 1%; GPR55 antagonists: 2%; HIV peptide binding: -3.3%; GPR35 arrestin U2OS: 1%; AID2073: 4%; KOR beta-arrestin-2: -2%

How did O=[N+]([O-])c1ccc(-c2nc3ccc([N+](=O)[O-])cc3[nH]2)cc1 do in these assays?
KOR beta-arrestin-1: 2.1%; GPR55 activation: 0.0%; Siah-1 displacement: 2%; NOD1 inhibition: 23%; GPR55 antagonists: -8%; HIV peptide binding: -2.6%; GPR35 arrestin U2OS: 8%; AID2073: 11%; KOR beta-arrestin-2: 7%

What do the screens show for `Cc1ccc(C(c2sc3ncnn3c2O)N2CCCCC2)cc1` (configuration not stated)?
KOR beta-arrestin-1: 0.2%; GPR55 activation: 0.0%; Siah-1 displacement: 15%; NOD1 inhibition: -17%; GPR55 antagonists: 9%; HIV peptide binding: 3.6%; GPR35 arrestin U2OS: -14%; AID2073: inconclusive; KOR beta-arrestin-2: 8%

Results for CC(=O)c1ccc(NC(=O)N2CCCC(C(=O)c3ccc4c(c3)OCO4)C2)cc1 (configuration not stated) ?
KOR beta-arrestin-1: 4.0%; GPR55 activation: -0.3%; Siah-1 displacement: 0%; NOD1 inhibition: -58%; GPR55 antagonists: -5%; HIV peptide binding: 1.0%; GPR35 arrestin U2OS: 3%; AID2073: -3%; KOR beta-arrestin-2: -16%

How did O=C(COC(=O)c1cccc(S(=O)(=O)N2CCN(c3ccccc3)CC2)c1)NCc1ccco1 do in these assays?
KOR beta-arrestin-1: 4.8%; GPR55 activation: -0.1%; Siah-1 displacement: 11%; GPR55 antagonists: 3%; HIV peptide binding: -2.1%; GPR35 arrestin U2OS: -9%; AID2073: 42%; KOR beta-arrestin-2: 18%

How did CCn1c(C)c(C(C)=O)c(N2CCC(C(N)=O)CC2)nc1=S do in these assays?
KOR beta-arrestin-1: -0.9%; GPR55 activation: -0.2%; Siah-1 displacement: 3%; NOD1 inhibition: -13%; GPR55 antagonists: 5%; HIV peptide binding: 1.6%; GPR35 arrestin U2OS: 0%; AID2073: 16%; KOR beta-arrestin-2: -3%

Results for COc1ccc(-c2coc3cc4oc(=O)c5ccccc5c4cc23)cc1F ?
KOR beta-arrestin-1: 2.5%; GPR55 activation: -0.5%; Siah-1 displacement: 11%; NOD1 inhibition: -38%; GPR55 antagonists: -10%; HIV peptide binding: -2.6%; GPR35 arrestin U2OS: 8%; AID2073: 11%; KOR beta-arrestin-2: -65%
